Assay outcomes as filed in PubChem.
GLS inhibitor: inhibitors of human glutaminase (GLS); O94925; GLS enzymatic activity, qHTS titration; Potency, µM (top dose mostly 45.5 µM), without a hit: top-dose activity change, negative = inhibition, actives largely listed as inhibitors; 410,000 tested, 0.21% active; AID 624170; further: potency means the concentration at half of the fitted maximal effect; on the % scale 0 is the no-effect control and ±100 the full control effect
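Assay buffer: 45 mM KH2PO4 pH 8.2, 0.02% Tween-20. hKGA acts on L-glutamine (1 mM solution added); product glutamate is reported by an oxidase/peroxidase Amplex Red coupling, with fluorescence taken at baseline and 30 min.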
G9a inh: inhibitors of human histone lysine methyltransferase G9a | G9a H3K9 monomethylation, AlphaScreen, 2 h | Potency, µM (top dose mostly 102 µM), without a hit: at the top dose activity, negative = inhibition, most hits filed as inhibitors | 350,000 tested, 8.8% active; further: potency means the concentration at half of the fitted maximal effect; on the % scale 0 is the no-effect control and ±100 the full control effect; nearly all actives have a fitted effect of over 75% in size
Target sequence (Q96KQ7 913-1193 limits assumed): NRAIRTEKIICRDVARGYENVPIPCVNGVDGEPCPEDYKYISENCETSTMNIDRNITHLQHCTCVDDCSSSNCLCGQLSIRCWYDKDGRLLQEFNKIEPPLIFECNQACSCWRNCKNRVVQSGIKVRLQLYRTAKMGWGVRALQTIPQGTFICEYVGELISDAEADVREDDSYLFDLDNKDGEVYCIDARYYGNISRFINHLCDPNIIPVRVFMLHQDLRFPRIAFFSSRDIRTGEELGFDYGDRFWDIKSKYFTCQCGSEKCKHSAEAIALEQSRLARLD
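AlphaScreen detection with an anti-monomethyl H3K9 antibody quantified product after a 2 h room-temperature reaction containing 500 nM biotinylated H3K9 peptide, 20 µM SAM and 20 nM enzyme, which had been preincubated 15 min with compound.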
HP1b chromo inh: HP1-beta chromodomain-methylated histone interaction inhibition | AlphaScreen HP1-beta / biotin-H3K9me3 peptide binding | Potency, µM (highest dose often 114 µM), for inactives: at the highest dose activity change, negative = inhibition, usual class: inhibitors | 390,000 tested, 0.56% active | AID 540317; further: potency means the concentration at half of the fitted maximal effect; nearly all actives have a fitted effect of over 70% in size; inactives centre near 23
Target sequence (P83916 whole entry, looked up): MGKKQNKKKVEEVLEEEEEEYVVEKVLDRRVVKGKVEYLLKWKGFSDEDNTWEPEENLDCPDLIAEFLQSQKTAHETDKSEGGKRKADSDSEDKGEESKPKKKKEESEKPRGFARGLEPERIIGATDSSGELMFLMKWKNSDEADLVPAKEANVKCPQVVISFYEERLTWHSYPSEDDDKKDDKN
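HP1-beta protein (50 nM final) preincubated 30 min at room temperature with biotinylated H3(1-18)K9me3 peptide (50 nM) in PBS pH 7.4, 0.01% Tween-20, then compound added for 30 min. AlphaScreen streptavidin donor/nickel chelate acceptor beads (10 ug/mL final), 30 min dark, luminescence read.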
PI4K2A block: inhibitors of human PI4K2A; Q9BTU6; purified PI4K2A, ADP-Glo luminescence, 1 h; active compounds read low; activity change, negative = inhibition, % at 76.9 µM; 420,000 tested, 0.13% active; AID 1346378; in the data active means activity change below about -50%; inconclusive means mostly about -30% to -49%;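 further: -100% = wells without enzyme as full effect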
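ADP-Glo luminescence measured ADP generated by PI4K2A enzyme (4 ug/mL before mixing) with 1.2 mM PI substrate (pre-mix) and 300 microM ATP (pre-mix). Tris pH7.5 buffer with MgCl2, Triton X-100; 1 h reaction at ambient temperature.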
ERG-DNA inh: blocks human ERG Ets domain binding to DNA; Potency, µM (titrated, usually from 76.9 µM), inactives show at the highest dose FP activity, negative = inhibition, most hits filed as inhibitors; fluorescence polarization, His-ERG Ets domain / labelled DNA; AID 624246; 370,000 tested, 0.028% active; P11308; active means well fitted inhibition curve with a large enough effect in the polarisation, with a control signal flat; inconclusive means small, poorly fitted or top-dose-only effect, or effect the other way, or a change in a side signal; inactive means no such curve, though single readings can be large or run the other way; the % refers to the polarisation;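 further: polarization taken with two DNA probes labelled with fluorescein and Texas red; potency means the concentration at half of the fitted maximal effect; % of control where 0% means no effect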
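His-tagged ERG Ets domain (1 uM in the protein solution; 300mM KCl, 50mM Tris-HCl, 1mM EDTA, 1mM DTT, pH 7.5) received compound, then a probe mix of 5 nM fluorescein-DNA and 100nM Texas-615-DNA. Fluorescence polarization was read for both dyes.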
JMJD2A Tudor inh: inhibitors of human JMJD2A Tudor domain | AlphaScreen JMJD2A-Tudor / H3K4me3 peptide binding | O75164 | Potency, µM (doses to about 114 µM), for the others: at the top dose activity change, negative = inhibition, hits mostly inhibitors | 390,000 tested, 4.4% active; further: potency means the concentration at half of the fitted maximal effect; on the % scale 0 is the no-effect control and ±100 the full control effect; nearly all actives have a fitted effect of over 50% in size
Tb PGK inh: T. brucei PGK inhibition | P07378 | Potency, µM (titrated, usually from 57.5 µM), inactives show at the top dose activity change, negative = inhibition, usual class: inhibitors | PGK/GAPDH coupled, Kinase-Glo luminescence, 60 min | 380,000 tested, 0.043% active; further: potency means the concentration at half of the fitted maximal effect; on the % scale 0 is the no-effect control and ±100 the full control effect; nearly all actives have a fitted effect of over 60% in size
Target sequence (P07378 whole entry, looked up): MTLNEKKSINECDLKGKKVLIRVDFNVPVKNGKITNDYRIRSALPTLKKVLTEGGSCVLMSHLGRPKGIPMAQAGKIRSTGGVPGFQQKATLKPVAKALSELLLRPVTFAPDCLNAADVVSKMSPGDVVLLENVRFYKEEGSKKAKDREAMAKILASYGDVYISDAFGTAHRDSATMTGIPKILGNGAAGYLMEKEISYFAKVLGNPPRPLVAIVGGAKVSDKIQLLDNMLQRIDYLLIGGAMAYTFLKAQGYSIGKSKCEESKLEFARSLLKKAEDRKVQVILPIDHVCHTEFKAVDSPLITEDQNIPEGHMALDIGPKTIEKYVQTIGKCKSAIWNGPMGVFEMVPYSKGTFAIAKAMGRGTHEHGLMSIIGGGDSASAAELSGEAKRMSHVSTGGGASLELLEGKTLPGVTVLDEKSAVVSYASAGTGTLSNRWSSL
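Luminescent ATP detection (Kinase-Glo Plus) follows a 60-minute room-temperature incubation, with wells lacking PGK as controls. Buffer: 100 mM TEA (pH 7.6), 5 mM MgCl2, 0.01% Tween-20. Coupling enzyme GAPDH (100 nM final) supplies unstable 1,3-BPG in-well.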
Pin1 inhibitor: human Pin1 inhibition. Q13526. Pin1 FP peptide displacement, HiFluor488, 10 min. Potency, µM (series often up to 115 µM), without a hit: at the highest dose activity, negative = inhibition, usual class: inhibitors. 390,000 tested, 0.009% active. AID 504891; active means well fitted inhibition curve with a large enough effect in the polarisation, with a control signal flat, not every such curve was filed as active; inconclusive means small, poorly fitted or top-dose-only effect, or effect the other way, or a change in a side signal; inactive means no such curve, though single readings can be large or run the other way; the % refers to the polarisation; further: potency means the concentration at half of the fitted maximal effect; on the % scale 0 is the no-effect control and ±100 the full control effect
Target sequence (Q13526 whole entry, looked up): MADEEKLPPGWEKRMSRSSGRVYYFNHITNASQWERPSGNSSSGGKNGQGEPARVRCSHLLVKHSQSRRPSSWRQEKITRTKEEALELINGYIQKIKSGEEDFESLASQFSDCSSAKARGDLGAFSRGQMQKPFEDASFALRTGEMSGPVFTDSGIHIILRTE
BAZ2B block: blocks human BAZ2B; AlphaScreen BAZ2B-H3K14Ac peptide displacement; Potency, µM (series often up to 114 µM), for the others: at the top dose activity change, negative = inhibition, most hits filed as inhibitors; 360,000 tested, 4.4% active; Q9UIF8; further: potency means the concentration at half of the fitted maximal effect; on the % scale 0 is the no-effect control and ±100 the full control effect; nearly all actives have a fitted effect of over 60% in size
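AlphaScreen luminescence quantifies BAZ2B engagement of H3K14Ac peptide; the protein and biotinylated peptide are both at 50 nM final, buffer PBS pH 7.4 with 0.01% Tween-20, all steps at room temperature.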
An asterisk follows results filed as active; i = inactive; ? = inconclusive; · = not tested or not shown; & = joins results of further samples; [ ] = another dose, or the depositor's remark. Unless noted, the call rests on the fitted dose curve; in most records, active means well fitted curve in the direction sought with a large enough effect; inconclusive means small, poorly fitted or top-dose-only effect, or another doubt; inactive means no such curve, though single readings can be large; an effect the other way counts as inactive or inconclusive.

SMILES	GLS inhibitor	G9a inh	HP1b chromo inh	PI4K2A block	ERG-DNA inh	JMJD2A Tudor inh	Tb PGK inh	Pin1 inhibitor	BAZ2B block
CCCCN(C(=O)c1ccc(S(=O)(=O)N(C)C)cc1)c1ccccc1	13%	7%	42%[activator]	-1	-7%	-5%	5%	-3%	-15%
Cc1ccc(CNC(=O)Cn2ncn3cccc3c2=O)cc1	5%	26%	27%	-1	-9%	-4%	7%	5%	5%
O=C(NCc1ccco1)C1CCCN(S(=O)(=O)c2ccc(Br)cc2)C1 (stereo unspecified)	2%	·	-19%	3	-5%	?	i	-2%	-13%
CCN(CC)c1ccc(S(=O)(=O)N2CCCCC2)cc1NC(=O)C1CSC2(C)CCC(=O)N12 (stereo unspecified)	-2%	4%[59 µM]	16%	0	2%	-25%	i	0%	-15%
Cc1ccc(NC(=O)CSc2ncc3ccccn23)cc1C	11%	?	30%	-3	0%	-22%	-3%	-5%	?
O=C(O)c1ccccc1-c1cn2cc(Cl)ccc2n1	14%	26%	17%	5	-12%	-16%	i	?	-17%
CC[C@@H]1C(c2ccccc2)=NN(c2ccccc2)[C@H]1C(=O)N1CCOC1=O	0%	-14%	160%[activator]	1	5%	38%[activator]	-10%	?	·
ClCCCc1cn(C[C@H]2CC[C@@H]([C@@H]3CC[C@H](Cn4cc(CCCCl)nn4)O3)O2)nn1	1%	·	52%[activator]	1	0%	-9%	6%	0%	7%
COc1ccc(CN/C=C2\CCCCC2=O)cc1	1%	?	8%	5	10%	-20%	-3%	1%	-27%
COc1ccc(NC(=O)Nc2cn(CC(C)C)c(=O)c3ccccc23)c(OC)c1	1%	?	-6%	-25	-1%	-30%	-4%	-8%	-6%[57.1 µM]
Cc1cc(CN(C)C(=O)C2CCC(=O)N(CCc3cccc(F)c3)C2)on1 (stereo unspecified)	1%	55%[activator]	48%[activator]	0	5%	-7%	-4%	3%	0%
C=CCOc1ccc(/C=C2\SC(=S)N(N3CCOCC3)C2=O)cc1	?	-15%	-2%	2	-6%	?	-6%	15%	-21%
O=C(c1cc2ccccc2o1)N1CCN(c2ccccn2)CC1	-17%	1%	?	2	6%	3%	i	-1%	?
COc1ccc(Cn2c(=O)c3oc4ccccc4c3n(Cc3cccc(C(F)(F)F)c3)c2=O)cc1	6%	-5%[59 µM]	1%	2	7%	-15%	i	0%	-8%
CCCCN(C(=O)Nc1ccc(Cl)cc1)C1CCN(C(C)=O)CC1	-1%&0%	-23%[59 µM]	32%&42%	5&-1	3%&-3%	-10%&-7%	-9%	-4%&-8%	0%&4%
COc1ccc(CC(=O)NCCCc2ccccc2)cc1OC	-4%	-3%	-14%	-1	-3%	-17%	0%	3%	3%
COc1cc(OC)cc(C(=O)Nc2nnc(Cc3ccc(OC)c(OC)c3)s2)c1	-3%	?	22%	2	-2%	-4%	-4%	3%	-23%
O=C(O)CCC(=O)Nc1ccc(/C=C/C(=O)C2CC2)cc1	12%	-25%	16%	-2	-5%	-14%[11.4 µM]	-8%	-4%	-23%
NC(=O)c1cc2ccc(O)cc2oc1=NCc1ccccc1	17%	-10%[59 µM]	25%	-14	-2%	-3%	-11%	?	1%
Cc1nc(-c2cccc(NS(=O)(=O)c3ccccc3)c2)cs1	1%	?	9%	1	-3%	-6%	-8%	2%	-2%
O=C(Nc1cccc(Cl)c1)OCc1cn(-c2ccccc2)nn1	-3%	6%	-10%	0	-2%	-6%	-14%	-5%	-1%
COc1ccc(OC)c(CCNC(=O)CCc2cn(C)c3ccccc23)c1	2%	71µM*	10%	-1	-11%	?	i	-1%	?
O=C(CSc1ccc(-c2ccncc2)nn1)c1ccc(Cl)cc1	8%	3%[59 µM]	32%	-12	3%	-9%	-8%	29%	-3%
COc1ccc(-c2noc(CCC(=O)N(C)c3cccc(C)c3)n2)cc1	-4%	-2%	3%	-2	2%	-7%[11.4 µM]	-12%	-5%	4%
COC(=O)c1ccccc1NC(=O)C1CCN(c2ncnc3c2nc2n3CCCCC2)CC1	0%	-7%	28%	-5	-5%	-27%	-2%	-5%	-26%[57.1 µM]
O=C(c1ccc2nc(N3CCOCC3)sc2c1)N1CCC(Cc2ccccc2)CC1	-2%	-37%	3%	-1	1%	-27%	9%	-3%	-28%
CCOC(=O)/C(C(=O)Nc1ccccc1Br)=C1/NC(C)(C)Cc2ccccc21	9%	9%[59 µM]	13%	0	-1%	-18%	-4%	0%	-9%
COc1ccnc(Oc2ccc(C)cc2C)c1C#N	-6%	-10%[59 µM]	73%[activator]	-4	·	0%	6%	7%	0%
CCOc1cc(/C=C2\SC(=N)N(c3nonc3N)C2=O)ccc1OCC(N)=O	-10%	45µM*	25%	0	-9%	?	-6%	?	?
CCOC(=O)Cn1ncc2c(=O)oc3ccccc3c21	9%	-9%[59 µM]	13%	-1	-1%	-5%	-2%	-2%	-1%
Cc1ccccc1NC(=O)Cc1nnc(SCC(=O)NC2=NCCS2)n1C	-1%	?	-8%	-7	5%	25µM*	8%	-3%	-2%
COc1cc2c(cc1OC)C(COc1cccc(C(F)(F)F)c1)NCC2 (stereo unspecified)	-5%	4%[59 µM]	9%	7	33%[activator]	-25%	i	2%	-1%
CC(Oc1cccnc1[N+](=O)[O-])C(=O)N1CCc2ccccc21 (stereo unspecified)	-3%	·	40%[activator]	-5	17%	-12%	-4%	3%	·
O=C(O)c1nccnc1C(=O)N1CCN(c2ccccc2)CC1	10%	?	24%	8	-12%	?	-5%	-1%	56µM*
CC(=O)Nc1ccccc1C(=O)C(=O)Nc1cccc(C(=O)NCC2CCCO2)c1 (stereo unspecified)	6%	18%	25%	-3	1%	-2%	1%	-7%	-1%
O=C(CNc1cc(S(=O)(=O)N2CCOCC2)ccc1N1CCOCC1)Nc1cccc(C(F)(F)F)c1	0%	·	10%[57 µM]	1	9%	-12%	-7%	-12%	·
CC(C)[C@H](NC(=O)Nc1cccc(C(F)(F)F)c1)C(=O)O	14%	-7%	18%	6	1%	-1%	6%	3%	3%
Cc1ccc2oc(=O)n(CCNC(=O)Nc3ccc(C)c(F)c3)c2c1	-1%	11%[59 µM]	83%[activator]	2	4%	-6%	-8%	?	-6%
Cc1ccc(C(=O)NC2CCS(=O)(=O)C2)cc1S(=O)(=O)N1CCOCC1 (stereo unspecified)	1%	-32%[12.7 µM]	6%	-4	0%	-9%	-3%	3%	-1%
Cc1cc(SCC(=O)Nc2ccc(O)cc2)n2ncc(-c3ccccc3)c2n1	-7%	-3%	66%[activator]	3	12%	-22%	-10%	9%	-2%
Cc1nn(CC(=O)NC(C)C(C)C)c(C)c1S(=O)(=O)N1CCCCC1 (stereo unspecified)	5%	-38%	22%	1	-4%	-6%	-2%	3%	32%[activator]
CCc1ccc(Nc2nnc(SC(C)C(=O)NC3CC3)s2)cc1 (stereo unspecified)	0%	·	35%	2	-13%	-14%	-1%	9%	·
Nc1ncn(C(=S)Nc2ccccc2)n1	13%	·	-6%	-8	·	-27%	-6%	-4%	·
COc1ccc(-c2ccc(NS(=O)(=O)c3ccc(C(C)=O)cc3)cc2)nn1	0%	12%[59 µM]	12%[57 µM]	-2	5%	-13%	5%	2%	-2%
Nn1c(SCc2ccccc2)nc2c(cnn2-c2ccccc2)c1=O	2%	27%	13%	5	7%	-14%	-6%	-2%	-4%
CCCCNc1ccc(C(CC(N)=O)NC(=O)Cc2ccc(Br)cc2)cc1[N+](=O)[O-] (stereo unspecified)	-14%	9%[59 µM]	37%	3	1%	-3%	0%	?	-3%
COC(=O)C1=C(C)N(c2ccc(OC)c(OC)c2)C(=O)/C1=C\c1ccco1	-10%	?	7%	6	-6%	-13%	-7%	-3%	35µM*
Cc1ccc(NC(=O)Cn2nc(-c3ccco3)ccc2=O)cc1Cl	7%	11µM*	22%	-4	-12%	-12%	-8%	10%	-28%
CCOC(=O)c1sc(=NC(=O)c2cccc(Br)c2)n(C)c1C	-1%	46%	54%[activator]	6	-3%	-1%	14%	-6%	5%
COc1ccc(Cn2c(=O)[nH]c3cc(C(=O)N4CCN(c5ccc(C(C)=O)cc5)CC4)ccc3c2=O)cc1	-6%	5%	-13%	0	6%	-15%	-9%	2%	-1%
CC1CCCCN1CCNC(=O)C1CCN(S(=O)(=O)c2cccc3cccnc23)CC1 (stereo unspecified)	0%	-10%[59 µM]	51%[activator]	-13	-7%	-15%	-10%	?	8%
O=C(Oc1ccc(Cl)c2cccnc12)c1cccnc1	0%	1%	45%[activator]	-8	-1%	-26%	-3%	1%	56µM*
Cc1ccc(-c2cc(C(F)F)nc(NCc3cccs3)n2)cc1	-1%	10%	164%	-2	·	69%[activator]	i	5%	3%
COCC(C)n1c(C)cc(C(=O)COC(=O)c2cccn2C)c1C (stereo unspecified)	4%	·	-1%	-3	4%	-29%	5%	2%	·
CC(Sc1nnnn1C)C(=O)Nc1cc(S(=O)(=O)N2CCCCC2)ccc1Cl (stereo unspecified)	-6%	14%[2.33 µM]	34%	3	10%	-3%	-10%	1%	6%
CCCn1nnnc1SCC(=O)c1ccc2c(c1)OCCO2	-7%	?	45%[activator]	-3	-1%	-14%	1%	1%	6%
